From PubChem BioAssay
Lipid storage S3 = qHTS Assay for Lipid Storage Modulators in Drosophila S3 Cells; 320,000 compounds, 0.64% hits; Drosophila S3 cells, BODIPY lipid droplet fluorescence, 18-24 h; cells fed with added oleic acid; AID 2685; lipid storage change, negative = inhibition, % at the top dose, mostly 46.1 µM; hits show Potency in µM; active = well fitted inhibition curve with a large enough effect in the signal ratio, with a control signal flat, not every such curve was filed as active; inconclusive = small, poorly fitted or top-dose-only effect, or effect the other way, or a change in a side signal; the % refers to the signal ratio
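Drosophila S3 cells got compounds at several concentrations plus oleic acid (400 uM solution). Laser-scanning cytometry with 488 nm excitation read lipid droplets at 500-530 nm and cells at 575-640 nm. Percent activity was relative to 20 uM Triacsin C.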
Lipid storage S3 cell count max = recorded beside Lipid storage S3, whose call it bears; cell number change, %; measured here: cell count max response;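 cells counted by Cell Tracker Red CMTPX staining in the red channel; peak over a dose series mostly up to 46.1 µM; percent activity relative to internal control wells on each plate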
An asterisk follows results filed as active; i = inactive; ? = inconclusive; nt = no result given. % is set by controls: 0 for no effect and ±100 for the full control effect; potency is the fitted concentration of half-maximal effect. This is a subset; rates above refer to the full screens.

SMILES	Lipid storage S3	Lipid storage S3 cell count max
O=C(O)CSCC(=O)N(c1ccccc1)c1ccccc1	i	14
COc1cccc(NC(=O)CSc2nc3ccccc3c(=O)n2CCCC(=O)NCC2CCCO2)c1 (stereo unspecified)	?	nt
C/C=C(/C)C(=O)Nc1cccc(C2=NOC3(C2)C[C@H](C(N)=O)N(C(=O)Cc2ccc([N+](=O)[O-])cc2)C3)c1 (stereo partly specified)	?	nt
Cc1ccc(S(=O)(=O)N/N=C\c2cc3c(cc2[N+](=O)[O-])OCO3)cc1	i	nt
CC(=O)NC1=NC(=O)/C(=C/N2CCOCC2)S1	?	nt
O=C(CN1C(=O)COc2ccccc21)N1CCN(C2CCCCC2)CC1	?	nt
O=[N+]([O-])c1ccc(-c2cn(-c3ccccc3F)c(=S)[nH]2)cc1	6%	-6
COc1ccc(-c2csc(NC(=O)CN3C(=O)C4CCCCC4C3=O)n2)c(OC)c1 (stereo unspecified)	-15%	-29
Cc1ccc(NC(=O)CSc2nnc(-c3cc(C)[nH]n3)n2N)c(C)c1	?	nt
CCSc1nc2ccccc2n1CC(N)=O	-3%	11
CN1CCN(C(=O)c2cnn3c2NC(c2ccccc2)CC3C(F)(F)F)CC1 (stereo unspecified)	?	nt
COc1ccc(C2N(c3ccc4c(c3)OCCO4)C(=O)C2(F)F)cc1OC (stereo unspecified)	-9%	-18
CCOC(=O)[C@H]1[C@H]2COc3ccc(OC)cc3[C@@H]2N2C(=O)c3cc(F)c(F)cc3NC(=O)[C@@]12C	12%	10
O=C(CSc1ccc2nnc(-c3ccccc3)n2n1)N1CCCc2ccccc21	?	nt
COc1ccccc1N1CCN(C(=O)c2ccco2)CC1	i	15
C/C(CC(=O)NC1CCCCC1)=N\NC(=O)COc1ccc(C)cc1Br	-6%	-8
COc1cccc(CN2CC(C(=O)NC3CCC(O)CC3)CCC2=O)c1 (stereo unspecified)	?	nt
CCOC(=O)c1c(C)[nH]c(C(=O)CSc2nnc(C3CC3)n2N)c1C	?	nt
COc1ccc2c(c1)SCC/C2=C\CN1C(=O)CCC1=O	7%	8
O=C(NC1CCCCCC1)c1cc2ccccc2oc1=O	-11%	nt
Cc1cccc(NC(=O)Nc2ccc([N+](=O)[O-])cc2)n1	?	nt
S=C(NCCN1CCOCC1)N/N=C/c1c2ccccc2cc2ccccc12	?	nt
CSc1ncccc1C(=O)OCC(=O)c1[nH]c(C)c(C(C)=O)c1C	-4%	-16
COc1ccccc1/C=N/NC(=O)c1sc(C)nc1C	9%	18

15 structures out of the list, sorted by count of non-hydrogen atoms, rising:
SMILES	Lipid storage S3	Lipid storage S3 cell count max
CCSc1nc2ccccc2n1CC(N)=O	-3%	11
CC(=O)NC1=NC(=O)/C(=C/N2CCOCC2)S1	?	nt
COc1ccccc1/C=N/NC(=O)c1sc(C)nc1C	9%	18
O=C(O)CSCC(=O)N(c1ccccc1)c1ccccc1	i	14
O=[N+]([O-])c1ccc(-c2cn(-c3ccccc3F)c(=S)[nH]2)cc1	6%	-6
CSc1ncccc1C(=O)OCC(=O)c1[nH]c(C)c(C(C)=O)c1C	-4%	-16
Cc1ccc(S(=O)(=O)N/N=C\c2cc3c(cc2[N+](=O)[O-])OCO3)cc1	i	nt
O=C(CN1C(=O)COc2ccccc21)N1CCN(C2CCCCC2)CC1	?	nt
COc1ccc(C2N(c3ccc4c(c3)OCCO4)C(=O)C2(F)F)cc1OC (stereo unspecified)	-9%	-18
S=C(NCCN1CCOCC1)N/N=C/c1c2ccccc2cc2ccccc12	?	nt
O=C(CSc1ccc2nnc(-c3ccccc3)n2n1)N1CCCc2ccccc21	?	nt
COc1ccc(-c2csc(NC(=O)CN3C(=O)C4CCCCC4C3=O)n2)c(OC)c1 (stereo unspecified)	-15%	-29
CCOC(=O)[C@H]1[C@H]2COc3ccc(OC)cc3[C@@H]2N2C(=O)c3cc(F)c(F)cc3NC(=O)[C@@]12C	12%	10
COc1cccc(NC(=O)CSc2nc3ccccc3c(=O)n2CCCC(=O)NCC2CCCO2)c1 (stereo unspecified)	?	nt
C/C=C(/C)C(=O)Nc1cccc(C2=NOC3(C2)C[C@H](C(N)=O)N(C(=O)Cc2ccc([N+](=O)[O-])cc2)C3)c1 (stereo partly specified)	?	nt

Later entries.
SMILES	Lipid storage S3	Lipid storage S3 cell count max
O=C1CSC(c2ccc(Cl)cc2)N1c1cccnc1 (stereo unspecified)	-5%	-10
CN1CCN(C(=S)SCC(=O)Nc2nc(-c3ccccc3)c(-c3ccccc3)o2)CC1	-16%	-3
Cc1ccc(C(=O)CC(=O)c2cccc(F)c2)c(O)c1	?	nt
Cc1ccc(-n2nnnc2Sc2ccc(S(=O)(=O)NCCN(C)C)cc2[N+](=O)[O-])cc1	?	nt
CCN(CC)C1=NC=CC(c2ccccc2)=CC1C (stereo unspecified)	?	nt
O=C(NCC(c1ccc(F)cc1)N1CCOCC1)c1cccnc1Sc1ccc(Cl)cc1 (stereo unspecified)	i	-6
O=C(COC(=O)/C=C/c1ccc(Cl)cc1)NCCN1C(=O)CSC1=O	?	nt
CC(C)c1ccc(S(=O)(=O)c2ccc(NN)cc2)cc1	?	nt
CC(C)(C)c1ccc(OCCC(=O)NCCc2ccc(S(N)(=O)=O)cc2)cc1	?	nt
COCCNC(=O)C(=O)c1c(-c2ccccc2)[nH]c2ccccc12	-1%	1
O=C(NCCc1ccccc1)c1nc2nc(-c3cccs3)cc(C(F)(F)F)n2n1	2%	-5
COc1ccccc1Nc1nnc(SCC(=O)N2CCCC2=O)s1	?	nt
O=C(CNS(=O)(=O)c1ccccc1)Nc1ccc(C(F)(F)F)cc1	i	nt
CC(C)=CCN1CCN(Cc2cccc3nonc23)CC1CCO (stereo unspecified)	1%	0
COc1ccc(NC(=O)NC2(C(=O)N3CCCC(C)C3)CCCCC2)cc1 (stereo unspecified)	?	nt
COc1ccc(CNC(=O)N2CCN(c3cccc(C)c3C)CC2)cc1OC	?	nt
CCCOc1ccc(C(=O)N2CC3(CC(c4cccc(NC(=O)[C@@H]5CCC(=O)N5)c4)=NO3)C[C@H]2C(=O)NC2(C(N)=O)CC2)cc1 (stereo partly specified)	0%	8
O=S(=O)(NCC1CCN(c2ccc(S(=O)(=O)N3CCOCC3)cc2)CC1)c1ccccc1	?	nt
COc1ccc(NC(=O)COC(=O)C2CCN(S(=O)(=O)c3ccccc3)CC2)cc1Cl	i	2
COCCOc1ccc(C(F)(F)F)cc1NC(=O)CN1C(=O)NC(C)(c2ccc3c(c2)OCO3)C1=O (stereo unspecified)	?	nt
COc1ccccc1NC(=O)Nc1nn(C)c2cccc(OC)c12	?	nt
COCCn1c(-c2cccs2)csc1=Nc1cccnc1	?	nt
Cc1ccnc(NC(=O)/C=C/c2ccccc2Cl)c1	26%	11
Cc1ccc(-n2ncc3c(=O)[nH]c(SCC(=O)N4CCCCC4)nc32)cc1	?	nt
O=C(COC(=O)c1ccccc1C(=O)c1ccccc1)Nc1ccc(SC(F)F)cc1	-17%	-10
Cc1c(NC(=O)c2c(NC(=O)CNC3CC3)sc3c2CCCC3)c(=O)n(-c2ccccc2)n1C	?	nt
Cc1cnc(C(=O)N2CCN(c3ccc(C(F)(F)F)cn3)CC2)cn1	13%	-2
CC(C)Oc1ccc(S(=O)(=O)N2CCOCC2)cc1NC(=O)C(C)Oc1ccc(F)cc1 (stereo unspecified)	i	-17
CN(Cc1ccccc1)C(=O)c1ccccc1NC(=O)c1ccccc1	?	nt
O=C1C2C3c4ccccc4C(c4ccccc43)[C@@H]2c2nc3ccccc3n21 (stereo partly specified)	?	nt
O=C(Nc1ccc(NC(=O)c2cccs2)cn1)c1ccccc1	-16%	9
CC(C)(C)NC(=O)NC(=O)CN1CCN(S(=O)(=O)c2ccc3c(c2)CCCC3)CC1	?	nt
CC(C)c1nnc(NC(=O)CCCCCN2C(=O)C3C4C=CC(C4)C3C2=O)s1 (stereo unspecified)	?	nt
CC1CCCN(S(=O)(=O)c2ccc(NC(=O)CN3CCN(C)CC3)cc2)C1 (stereo unspecified)	?	nt
Cc1cc2occ(CC(=O)NNC(=O)c3ccccc3)c2cc1C	?	nt
O=C(c1ccc(NS(=O)(=O)c2cccc([N+](=O)[O-])c2)cc1)N1CCN(C(=O)c2ccco2)CC1	9.2µM*	1.3*
COCCn1c(SCC(=O)NN2C(=O)NC(C)(c3ccccc3)C2=O)nnc1-c1ccncc1 (stereo unspecified)	?	nt
O=C(CNc1ccccc1Cl)c1ccc(Br)cc1	?	nt
CS(=O)(=O)Nc1nnc(SCC(=O)N(c2ccccc2)c2ccccc2)s1	-4%	4
CCCC(c1nnnn1Cc1ccc(F)cc1)N1CCN(C2CCCCC2)CC1 (stereo unspecified)	14%	-19
Cc1nc2ccccn2c1C(=O)NNC(=O)Nc1cccc(C(F)(F)F)c1	1.5µM*	-6.4*
CC(C)CCNC(=O)COc1ccc(N(C)S(=O)(=O)c2ccc(F)cc2)cc1	10%	5
CCOC(=O)Nc1ccc2nc(Sc3ccc(Cl)cc3)sc2c1	?	nt
Cc1cccc(OCCSc2cc(C)nc(N)n2)c1	?	nt
NC(=O)[C@H]1CC2(CC(c3cccc(NC(=O)[C@H]4CCC(=O)N4)c3)=NO2)CN1C(=O)c1cc([N+](=O)[O-])cc([N+](=O)[O-])c1 (stereo partly specified)	-1%	-5
CCOC(=O)c1c(S(=O)(=O)NCc2cccs2)c(C)n(C)c1C	?	nt
COC(=O)c1scc(C)c1-n1ccc(C(=O)C(=O)N(C)C)c1	?	nt
COc1ccc(CCNC(=O)c2ccc(-c3cccc([N+](=O)[O-])c3)o2)cc1OC	?	nt
COC(=O)c1ccccc1NC(=O)CSc1n[nH]c(-c2cccnc2)n1	5%	3
CCCCN1C2=NCCCN2c2cc(C)c(C)cc21	24%	3
Cc1noc(C)c1COC(=O)c1ccc2c(c1)OCO2	?	nt
CC(=O)c1ccc(NC(=O)C2CCCN(S(=O)(=O)c3c(C)[nH]c(=O)[nH]c3=O)C2)cc1 (stereo unspecified)	?	nt
CCOC(=O)C1CCCN(S(=O)(=O)c2ccc(Br)s2)C1 (stereo unspecified)	i	-15
CCOC(=O)C(C)Sc1nc(=O)n2cccc(C)c2n1 (stereo unspecified)	-2%	11
C=CCC(O)c1c(-c2ccccc2)nn(C)c1Cl (stereo unspecified)	?	nt
O=C(CSc1nnc(CNC(=O)c2ccc(F)cc2)o1)NCC1CCCO1 (stereo unspecified)	-12%	-8
CN(C(=O)CSc1nc(C2CC2)n(-c2ccccc2)n1)C1CCS(=O)(=O)C1 (stereo unspecified)	i	-1
O=C1/C(=C\c2cccc(O)c2)SC(=S)N1Cc1ccccc1	?	nt
Brc1ccc(C2=Nc3ccccc3C(c3ccncc3)=NN2)cc1	?	nt
CCc1sc(NC(=O)C(C)C)nc1-c1ccccc1	13%	-6

Continuation:
SMILES	Lipid storage S3	Lipid storage S3 cell count max
Cc1cc(CN2CCOCC2)c(O)c(C2(C)CCCCC2)c1	?	nt
CCC(C)NC(=O)CSc1ccc(NC(C)=O)cc1 (stereo unspecified)	?	nt
CCCn1c(SCC(=O)Nc2ccccc2Cl)nc(O)cc1=O	?	nt
CC(C)(C)SC(=O)CC1NS(=O)(=O)OCC1NC(=O)OCC(Cl)(Cl)Cl (stereo unspecified)	?	nt
Cc1ccc(-c2nn(-c3ccccc3)cc2CO)o1	13%	2
COCCn1c(SCC(=O)Nc2cc(OC)ccc2OC)nc2c(c1=O)SC(C)C2 (stereo unspecified)	3%	-3
Cc1cc(NC(=O)CSc2nnc(C(C)N(C)C)n2-c2ccc(F)cc2)no1 (stereo unspecified)	9%	nt
NS(=O)(=O)c1ccc(CCNC(=O)C(=O)c2c[nH]c3ccccc23)cc1	?	nt
C=C(C)CNC(=S)N=Nc1c(O)[nH]c2ccc([N+](=O)[O-])cc12	?	nt
C/C(=N/NC(=O)c1ccc(Cl)s1)c1ccc(NC(=O)COc2ccc(Cl)cc2)cc1	?	nt
CC(C)NC(=O)COCc1cc(-c2ccc3c(c2)OCO3)on1	-15%	1
CCn1c(-c2cc(-c3cc(OC)ccc3OC)nc3ccccc23)n[nH]c1=S	?	nt
CSCCC(NS(=O)(=O)c1ccccc1)C(=O)Nc1nccs1 (stereo unspecified)	?	nt
O=C(c1cccc(Br)c1)N1CCN(C(=O)N2CCOCC2)CC1	?	nt
COCCSc1nnc(NC(=O)CS(=O)(=O)c2ccccc2)s1	10%	37
COc1ccc(S(=O)(=O)NCC2CCC(C(=O)NCc3ccc(F)cc3)CC2)cc1 (stereo unspecified)	-8%	11
CCSc1nnc(NC(=O)c2nc(-c3ccccc3)n(-c3ccccc3)n2)s1	?	nt
CCNC(=S)N/N=C(\C)c1ccco1	?	nt
O=[N+]([O-])c1ccccc1-n1cnc2ccccc21	12%	-1
CC[C@H](C)[C@@H](CN[C@H](C)CNC)NCCC(c1ccccc1)c1ccccc1	13%	-7
CC1CN(CCS(=O)(=O)c2cc(Cl)ccc2Cl)CC(C)O1 (stereo unspecified)	?	nt
NC(=O)Oc1cccc(OC(N)=O)c1	-18%	-7
Cc1cc(Cl)c(OCCCn2ccnc2)c(Br)c1	?	nt
CN(CC(=O)NC1CC1)S(=O)(=O)c1ccc(F)cc1	7%	nt
CCOc1ccccc1N1CCN(C(=O)CCCc2nc3ccccc3s2)CC1	-1%	-13
CCCc1cc(=O)[nH]c(SCC(=O)c2cc(C)n(C)c2C)n1	?	nt
CN(C)C(=O)c1cc(C(=O)c2c(F)cccc2F)c[nH]1	0%	-9
Cc1ccc(NC(=O)c2ccccc2OCc2c(C)noc2C)cc1S(=O)(=O)N(C)C	4%	-12
C=CCn1c(SCC(=O)NC2CCS(=O)(=O)C2)nc2sc(CC)cc2c1=O (stereo unspecified)	i	nt
